# Growth percent in the NCI-60 one-dose screen (48 h, 10 µM unless noted): 100 = growth as untreated, 0 = no growth, -100 = all killed.
# MCF7 – MCF7 breast cancer. 6.3% of 82,000 active; active = growth percent below 10
# Active calls of the source: *; & = joins results of further samples; ! = a repeat was not active; [ ] = another dose, or the depositor's remark. Only part of the results is shown. The share of hits here may be higher or lower than overall.
Structure	MCF7
CCCCCN1C(=O)C(CC(=O)O)N=C(c2ccc(O)cc2)c2cc(Cl)ccc21 (centres undefined)	89[30 µM]
NC(=O)CCC1N=C(c2cccc(O)c2)c2ccccc2N(CC(N)=O)C1=O (centres undefined)	89[30 µM]
O=C(Nc1c(Cl)cc([N+](=O)[O-])cc1Cl)C(=O)C1C(=O)NC(=S)NC1=O	90&100[100 µM]
O=C1C(Cc2ccccc2)N=C(c2cccc(O)c2)c2ccccc2N1CC1CC1 (centres undefined)	88[30 µM]
COc1cc2c3cc1Oc1c(OC)c(OC)cc4c1C(Cc1ccc(cc1)Oc1cc(ccc1O)CC3N(C)CC2)N(C)CC4 (centres undefined)	-96*![100 µM]
CCCCCN1C(=O)C(CC(=O)O)N=C(c2cccc(O)c2)c2ccccc21 (centres undefined)	88[30 µM]
CCCCN1C(=O)C(C(C)C)N=C(c2ccc(O)cc2)c2cc(Cl)ccc21 (centres undefined)	91[30 µM]
CN1C(=O)C(CCC(=O)O)N=C(c2cccc(O)c2)c2ccc(Cl)cc21 (centres undefined)	90[30 µM]
CN1C(=O)C(CCC(=O)O)N=C(c2cccc(O)c2)c2ccccc21 (centres undefined)	89[30 µM]

# 3 of these compounds in a different format:
CN1C(=O)C(CCC(=O)O)N=C(c2cccc(O)c2)c2ccc(Cl)cc21 (centres undefined)
  MCF7: 90[30 µM]
CCCCCN1C(=O)C(CC(=O)O)N=C(c2ccc(O)cc2)c2cc(Cl)ccc21 (centres undefined)
  MCF7: 89[30 µM]
CCCCN1C(=O)C(C(C)C)N=C(c2ccc(O)cc2)c2cc(Cl)ccc21 (centres undefined)
  MCF7: 91[30 µM]

# Screening results from PubChem BioAssay.
